# PERK inhibitor: block of dimerizer-induced PERK translation repression, primary screen, PERK inhibitor project, CHO PERK-DD cells, SEAP luminescence, HTS; inhibition, % at 5.6 µM; CHO PERK-DD fusion, SEAP luminescence translation reporter; 220,000 compounds, 0.17% hits; Eukaryotic translation initiation factor 2-alpha kinase 3 (Homo sapiens), Q9NZJ5;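 active = inhibition above the mean inhibition of all tested compounds plus 3 SD, set separately per screening campaign, cut at about 2.9% in these data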;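 also: PERK kinase domain activated by AP20187 dimerizer at 100 nM; 0% = DMSO with dimerizer and 100% = rapamycin at 8.4 µM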
# Rad51 HR inh: human RAD51 strand exchange inhibitors, primary screen, biochemical, fluorescence | hRad51 DNA strand exchange, fluorescence dequenching | inhibition, % at 10 µM | 200,000 compounds, 0.085% hits | AID 1385, 2008;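 active = inhibition above 40% at the single screening dose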;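 also: 0% = DMSO control wells and 100% = blanks with heterologous ssDNA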
# Target sequence (Q06609 whole entry, looked up): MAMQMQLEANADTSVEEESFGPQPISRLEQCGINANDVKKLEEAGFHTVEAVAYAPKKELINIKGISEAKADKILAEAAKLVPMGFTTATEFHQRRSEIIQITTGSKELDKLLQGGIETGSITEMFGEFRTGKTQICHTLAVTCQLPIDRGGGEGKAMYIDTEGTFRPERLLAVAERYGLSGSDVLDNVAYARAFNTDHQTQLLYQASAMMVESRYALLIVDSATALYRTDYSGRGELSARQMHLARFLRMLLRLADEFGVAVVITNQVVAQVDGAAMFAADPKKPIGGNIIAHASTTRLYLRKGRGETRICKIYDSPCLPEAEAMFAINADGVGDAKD
#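 Read-out basis: percent inhibition relative to plate controls and blanks / Assay system: human Rad51 nucleoprotein filaments preassembled on unlabelled ssDNA / Timing: filaments 15 min 37 °C, then compound 30 min / Control set: per-plate controls and blanks / Technique: fluorescence dequenching at 485/520 nm / Compound: 10 µM final, single point / Also added: Fluorescein- and BHQ1-tagged 47-mer duplex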
# KCC2 mod: KCC2 cotransporter modulators, thallium flux, primary screen, cell-based, HEK293 KCC2, FluoZin-2 fluorescence, MLSMR. Solute carrier family 12 member 5 (Homo sapiens), Q9H2X9. KCC2 cells, thallium flux FluoZin-2 fluorescence. B-score of Tl+ flux slope (higher = more flux/activation; lower = inhibition) at 10 µM. 190,000 compounds, 2.2% hits. AID 1456, 2008;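 active = thallium flux slope and its plate-corrected score both differing from the plate sample mean at a set confidence after two filtering rounds, in either direction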;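 also: slope of fluorescence scaled to starting intensity during 10 to 20 s after thallium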
# TNF death inh: inhibitors of TNF-alpha triggered necroptosis, primary screen, cell-based, Jurkat FADD-/-, single concentration. Jurkat FADD-/- TNF necroptosis rescue, ATP luminescence, 24 h; 0 = TNF only, 100 = no-TNF cells. activation (protection from cell death), % at 10 µM. 220,000 compounds, 0.068% hits. AID 463075, 2010;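 active = activation, meaning protection from cell death, of at least 50% relative to plate controls; inactive = activation below 50%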;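 also: necroptosis triggered by 40 ng/mL TNF-alpha added together with compound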
# Mdm2 ligase inh: MDM2-luciferase reporter signal enhancers, primary screen, MDM2 E3 ligase inhibitor project, cell-based, luminescence, 1536-well. E3 ubiquitin-protein ligase Mdm2 (Homo sapiens), Q00987. cell-based MDM2 ubiquitination luciferase reporter, 2 h; 0 = plate control, 100 = twice control, blank-subtracted. signal enhancement, % at 5 µM. 210,000 compounds, 0.11% hits. AID 1230, 2008;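 active = signal enhancement of 30% or more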;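 also: luminescence tracks abundance of the self-degrading MDM2-luciferase fusion protein; higher signal means inhibition of MDM2 E3 ligase activity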
# Target sequence (Q00987 whole entry, looked up, the tested form may be a part): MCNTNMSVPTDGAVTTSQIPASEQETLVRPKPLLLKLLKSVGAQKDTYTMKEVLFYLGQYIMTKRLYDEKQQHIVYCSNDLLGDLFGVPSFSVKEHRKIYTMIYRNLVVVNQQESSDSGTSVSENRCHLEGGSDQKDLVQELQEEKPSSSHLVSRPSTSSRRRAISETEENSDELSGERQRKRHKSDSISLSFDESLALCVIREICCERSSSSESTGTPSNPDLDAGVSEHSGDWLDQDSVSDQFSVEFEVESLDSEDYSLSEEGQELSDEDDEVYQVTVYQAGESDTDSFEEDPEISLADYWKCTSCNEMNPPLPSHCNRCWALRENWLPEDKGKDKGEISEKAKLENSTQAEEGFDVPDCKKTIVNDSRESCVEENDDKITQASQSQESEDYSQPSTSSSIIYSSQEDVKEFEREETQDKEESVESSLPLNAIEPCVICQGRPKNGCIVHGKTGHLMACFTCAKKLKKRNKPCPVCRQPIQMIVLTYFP
#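 test system = mammalian cells stably expressing self-ubiquitinating, self-degrading MDM2 E3–luciferase fusion | quantity = 2000 cells/well | incubation = cell settling 4 h, compound treatment 2 h, both 37 °C | signal = luminescence with SteadyLite reagent, 15 min at room temperature | evaluation = % enhancement relative to plate controls after blank subtraction | benchmarks = plate controls and plate blanks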
# m-calpain inh: inhibitors of pig calpain II, primary screen, biochemical, fluorogenic peptide substrate, 1536-well. purified calpain II, 30 min. inhibition, % at 16 µM. 220,000 compounds, 0.37% hits;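 active = inhibition above about 50%, limit read from the data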
# eIF4E 4G PPI: eIF4E–eIF4G protein interaction inhibitors, primary screen, biochemical, uHTS, TR-FRET, eIF4GI fragment; TR-FRET eIF4E-eIF4GI(517-606) binding, 2 h; inhibition, % at 21.7 µM; 220,000 compounds, 0.37% hits;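 active = inhibition above about 30%, limit read from the data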;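 also: 0% = full FRET control wells and 100% = background wells lacking eIF4GI fragment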
# EBV gp42 inh: Epstein-Barr virus gp42 inhibitors, primary screen, biochemical, uHTS, fluorescence polarization | Glycoprotein 42 (Epstein-Barr virus (strain AG876)), Q1HVG2 | Fluorescence polarization binding assay, mP read-out | inhibition, % (tested at 21.74 µM) | 220,000 compounds, 0.42% hits | AID 1085, 2008; in the data active = inhibition above about 50%
# Target sequence (Q1HVG2 whole entry, looked up): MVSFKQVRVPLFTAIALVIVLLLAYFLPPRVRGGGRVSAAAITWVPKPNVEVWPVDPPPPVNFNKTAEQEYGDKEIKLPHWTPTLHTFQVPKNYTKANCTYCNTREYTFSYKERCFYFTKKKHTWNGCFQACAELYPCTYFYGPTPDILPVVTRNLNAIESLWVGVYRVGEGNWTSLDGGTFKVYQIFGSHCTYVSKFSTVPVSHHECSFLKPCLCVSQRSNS
# zVAD death inh: inhibitors of zVAD-triggered necroptosis, primary screen, L929 cells | viability rescue, % at 10 µM | L929 zVAD necroptosis rescue, ATP luminescence, 24 h; with zVAD 60 µM | 220,000 compounds, 0.38% hits;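 active = activation, scaled between plate controls, above about 75%, limit read from the data; inactive = activation under that limit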;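 also: 0% = zVAD with DMSO and 100% = DMSO alone without zVAD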
# An asterisk follows results filed as active; / = not tested or not shown; [ ] = remark or other dose.
SMILES,PERK inhibitor,Rad51 HR inh,KCC2 mod,TNF death inh,Mdm2 ligase inh,m-calpain inh,eIF4E 4G PPI,EBV gp42 inh,zVAD death inh
Cc1ccc(SCC(=O)N=C2NC(=O)CS2)cc1,-0.2,-30.8,-0.0244,-0.4,-11.7,10.4,-0.1,-2.5,0.0
COc1ccc(C(=O)C(C)OC(=O)c2cccc(S(=O)(=O)Nc3cc(Cl)c(OC)cc3OC)c2)cc1 (configuration not stated),-0.9,-14.1,0.0721,1.2,-9.5,0.2,-3.2,-19.8,0.1
O=C(COC(=O)CSc1ccc2ccccc2c1)NCc1ccc2c(c1)OCO2,1.0,-44.4,0.0217,1.9,19.9,18.4,7.1[fluorescence artefact?],-3.8,/
COc1ccc(C(=O)NC(CC(C)C)C(=O)O)cc1OC (configuration not stated),1.8,4.8,-0.175,0.1,-0.8,14.3,-4.8,-10.2,0.8
CCOc1ccc(Nc2c3ccccc3nc3ccccc23)cc1,-0.4,10.1,-0.0405,-19.5,-11.7,14.1,1.8,-11.4,4.3
COc1ccc(CCNC(=O)/C(=C/c2cccnc2)NC(=O)c2ccccc2)cc1,-0.2,-0.3,0.298,2.1,-7.6,-12.8,-4.7,5.9,0.2
CCn1cc(C(=O)OCC(=O)Nc2cc(S(=O)(=O)N(C)C)ccc2C)c(=O)c2ccc(C)nc21,-2.6,-5.1,0.991,-5.3,/,-25.1,11.8[fluorescence artefact?],-23.4,-0.9
Cc1ccc(-c2c[n+](Cc3cccc(Cl)c3)c3n2CCC3)cc1,0.2,/,-0.564,-0.9,-21.2,8.9,-6.0,-11.3,-0.6
CC1(C)c2ssc(=S)c2-c2ccccc2N1C(=O)CSC1=NCCS1,-0.9,-4.2,/,-2.5,-5.8,-16.9,0.9,-8.1,-0.3
O=C(Nc1cccc2ncccc12)C(c1ccccc1)c1ccccc1,0.2,11.9,0.492,-0.4,-16.8,-44.3,-5.3,-3.3,-0.8
COCc1ccc(C(=O)Nc2ccc(C(=O)O)cc2)o1,1.3,2.4,1.52,1.0,6.6,-23.7,-6.8,-0.2,0.5
COc1nc(-c2ccc(C)cc2)ccc1-c1noc(-c2ccco2)n1,0.6,5.5,0.922,0.7,-15.3,/,/,/,0.0
COc1ccc(CC(NC(C)=O)C(=O)NC2CCN(C(=O)c3cnccn3)CC2)cc1 (configuration not stated),0.6,1.0,-0.366,-1.6,-21.1,12.6,-3.3,11.9,0.1
Cc1ccc(S(=O)(=O)N(C)Cc2ccc(-c3nnco3)cc2)cc1,0.8,2.9,-1.07,-2.6,-21.3,-2.9,1.7[fluorescence artefact?],-12.6,-0.1
N/C(Cn1cncn1)=N\NC(=O)C(=O)Nc1cccc(C(F)(F)F)c1,-0.7,1.3,-0.679,0.7,-11.3,-19.9,-3.5,-1.4,3.2
O=C(c1cnn2c1NC(c1ccco1)CC2C(F)(F)F)N1CCN(c2cccc(Cl)c2)CC1 (configuration not stated),-0.8,-15.2,-0.831,-12.5,-13.2,-24.7,-4.6,0.1,0.0
Nc1ncncc1-c1ccc(Cl)cc1,-0.2,/,-0.0439,0.1,-10.9,-12.9,-5.4,-6.3,0.0
O=C(Nc1ccccc1)c1c2c(nc3ccccc13)CCCC2,-0.5,14.7,-0.258,1.3,-8.8,8.7,0.4,-7.8,0.3
CCOc1ccc(-c2cnc3n2CCC3)cc1,0.2,-4.0,-0.642,0.4,-21.8,-8.2,5.5[fluorescence artefact?],-2.2,0.7
Cc1ccc(NC(=O)COC(=O)/C=C/c2cccc(Cl)c2)cc1S(=O)(=O)N1CCOCC1,0.2,13.1,-0.51,-1.2,-12.3,12.5,2.0,-13.4,0.5
O=C(N/N=C/c1cccc(F)c1)c1c(O)c2ccccc2[nH]c1=O,0.2,6.0,-0.0354,-2.2,-10.6,-25.4,9.7,3.5,-0.7
CCC(C)(c1nnnn1-c1c(C)cccc1C)N(N=O)c1ccccc1Cl (configuration not stated),-0.7,-15.3,-0.901,1.4,-6.2,28.7,-5.3,14.9,-0.1
S=C(Nc1ccc2cn[nH]c2c1)Nc1ccccc1Cl,1.5,/,-0.12,-2.8,9.5,-2.8,-2.0,-11.2,1.1
COC(=O)c1oc2ccc(Cl)cc2c1N,0.1,-2.2,2.4,0.4,-10.6,-351.9,-1.7,-2.1,0.7
O=C(COCC(=O)N/N=C/c1ccc(F)cc1)N/N=C/c1ccc(F)cc1,1.1,-1.1,-1.32,1.5,-1.3,8.8,-1.2,-13.9,-0.2

# No new results follow: entries from further up.
SMILES,PERK inhibitor,Rad51 HR inh,KCC2 mod,TNF death inh,Mdm2 ligase inh,m-calpain inh,eIF4E 4G PPI,EBV gp42 inh,zVAD death inh
O=C(N/N=C/c1cccc(F)c1)c1c(O)c2ccccc2[nH]c1=O,0.2,6.0,-0.0354,-2.2,-10.6,-25.4,9.7,3.5,-0.7
CCC(C)(c1nnnn1-c1c(C)cccc1C)N(N=O)c1ccccc1Cl (configuration not stated),-0.7,-15.3,-0.901,1.4,-6.2,28.7,-5.3,14.9,-0.1
S=C(Nc1ccc2cn[nH]c2c1)Nc1ccccc1Cl,1.5,/,-0.12,-2.8,9.5,-2.8,-2.0,-11.2,1.1
COC(=O)c1oc2ccc(Cl)cc2c1N,0.1,-2.2,2.4,0.4,-10.6,-351.9,-1.7,-2.1,0.7

# Next part.
SMILES,PERK inhibitor,Rad51 HR inh,KCC2 mod,TNF death inh,Mdm2 ligase inh,m-calpain inh,eIF4E 4G PPI,EBV gp42 inh,zVAD death inh
Cc1cc(C)nc(N(C#N)CN2C(=O)c3ccccc3C2=O)n1,0.3,-2.7,/,-0.7,-12.6,-27.5,0.6,-6.4,0.5
Cc1ccc(S(=O)(=O)NCCOc2nc(N(C)C)nc(N(C)C)n2)cc1,0.0,14.4,/,4.6,-2.2,11.2,2.4,-6.3,0.5
CN(CC(=O)Nc1cccc([N+](=O)[O-])c1)S(=O)(=O)c1ccccc1,1.1,-0.8,-0.223,-0.4,-14.2,-16.7,-3.2,-5.5,-0.8
CC(C)c1ccc(NC(=O)C2CC(=O)N(C(C)C)C2)cc1 (configuration not stated),-0.6,-10.7,0.0859,-0.7,7.7,25.9,2.3,-6.4,0.0
COc1ccc(CCNC(=S)NCCc2ccc(OC)c(OC)c2)cc1OC,0.8,-1.7,0.113,0.2,-18.9,-1.8,-2.7,-4.5,1.6
Cc1c(NC(=O)Cn2ccc([N+](=O)[O-])n2)c(=O)n(-c2ccccc2)n1C,-0.2,-0.2,/,-1.6,-9.7,26.7,2.2,15.6,-0.4
CCN(c1ccccc1)S(=O)(=O)c1cccc(C(=O)NCC(c2cccs2)N(C)C)c1 (configuration not stated),-0.3,-36.4,0.331,0.9,-6.1,4.9,0.9,3.2,-0.9
Cc1cc(C)c(-n2nnnc2SC(C)C)c(C)c1,1.5,7.9,-0.795,1.3,-7.8,16.3,-0.8,-12.6,-0.2
COc1ccc(C[C@H]2c3cc(O)c(OC)cc3CC[N+]2(C)[O-])cc1O (some centres not stated),/,2.9,0.432,-1.0,-5.5,-153.0,-2.3,-9.3,0.8
Cc1[nH]c2ccc(-c3nnc(SCC(=O)N4CCCc5ccccc54)o3)cc2c1C,1.4,2.2,0.191,-0.5,-35.5,-73.6,-14.4,-7.9,-0.3
CCn1c(SCC(=O)Nc2nonc2C)nnc1-c1ccoc1C,0.0,-12.0,0.0332,-2.3,-16.2,1.6,3.6,-8.7,0.1
C=CCS/C(N)=N\N=C\c1cc(Br)cc([N+](=O)[O-])c1O,0.8,-4.7,-0.086,2.7,-9.3,-6.0,1.4,-1.3,0.9
COc1ccc(CN2CCN(C(=O)C3CC(=O)N(C4CCCCCC4)C3)CC2)c(OC)c1OC (configuration not stated),-0.3,-0.7,/,-3.8,19.3,-22.3,4.4,-14.9,0.2
CCCNC(=S)N1CCN(Cc2ccc3c(c2)OCO3)CC1,-0.1,-1.5,-0.692,1.0,-2.0,-0.6,-0.7,9.9,1.4
CC(=O)c1cccc(NC(=S)NC(=O)c2ccc(C)cc2)c1,-0.1,-4.0,7.18*,0.3,-16.6,37.0,1.2,-14.7,-0.7
COc1ccccc1N1CCN(C(=O)/C=C/c2ccco2)CC1,0.0,/,0.356,0.1,-4.7,2.7,-4.0,-0.2,-0.2
Cc1cc(C)nc(-n2nc(C)c3c(C)c(C)c(C)nc32)n1,0.2,5.7,-0.244,-2.9,0.5,-48.0,-2.5[fluorescence artefact?],-15.9,-0.7
CCOC(=O)c1sc(NC(=O)c2ccccc2OC)nc1C,1.8,-1.8,0.22,-2.6,-23.7,-32.5,-2.5[fluorescence artefact?],-14.0,0.1
CC(=O)Nc1cc(C(=O)O)ccc1S(=O)(=O)c1ccc(Cl)cc1,0.7,-1.1,0.311,0.1,-21.8,0.3,3.3,-9.4,1.4
CCn1cc(C(C)NC(=O)COc2ccc(Cl)cc2C)c(C)n1 (configuration not stated),-0.4,-4.5,-0.00155,-1.7,1.6,-13.5,-9.2,-15.1,0.6
O=C(COc1ccc(Cl)cc1Cl)OCn1nnc2ccccc2c1=O,0.3,3.4,/,1.2,8.7,5.0,-8.2,8.8,0.9
COc1ccc(CCNC(=O)Cn2nnc(-c3ccc(OC)c(OC)c3)n2)cc1OC,0.0,7.5,1.23,1.3,-3.1,-13.7,-0.2,-14.2,20.8
COc1cccc(OC)c1C(=O)Nc1c(C)n(C)n(-c2ccccc2)c1=O,-1.4,-0.4,-0.0371,2.0,-6.9,9.3,-0.3[fluorescence artefact?],-8.3,1.0
O=C(CN1CCN(Cc2ccc(F)cc2)C1=O)NCc1cccs1,/,-4.7,-0.514,0.9,-10.9,-4.9,-2.2[fluorescence artefact?],-4.1,-0.3
O=C(OCc1ccccc1)/C(=C/c1ccc(Cl)cc1)NC(=O)c1ccccc1Cl,1.0,3.6,-0.219,-1.9,-30.1,-1.6,0.5,-3.9,0.0
O=C1c2ccccc2C(O)N1Cc1ccco1 (configuration not stated),-0.1,0.2,0.205,1.6,-7.6,5.8,2.7[fluorescence artefact?],-0.2,4.8
Cc1cc2ncn(-c3ncnc4sc(C)c(C)c34)c2cc1C,-1.1,-2.0,0.0645,-5.6,-14.1,5.9,4.5,-12.9,-0.1
CCN1CCN(S(=O)(=O)c2cc(OC)c(Cl)cc2OC)CC1,0.0,-3.7,/,2.3,-11.1,22.9,/,0.0,0.2
OCC1(Cc2ccccc2)CCCN(Cc2cn[nH]c2-c2ccccc2)C1 (configuration not stated),-0.2,-24.4,-0.0548,4.5,-2.7,18.3,1.0,-7.0,-0.2
